From PubChem
IL-2 act = activates IL-2 in a cell-based reporter assay; IL-2 activation reporter assay, cell-based qHTS; stimulated with anti-CD3/CD4/CD28 beads; in transgenic mouse T cells; activation, % (series mostly up to about 46 µM); 360,000 tested, 0.065% active; AID 652025; in the data active = activation above about 50%; inconclusive = mostly about 30% to 49%; also: 0% is about no effect
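Readout: EGFP and DsRed signals by fluorescent plate cytometry. Unstimulated transgenic mouse T cells received compound 60 min before antibody-bead stimulation, then incubated 18 h at 37 degrees C.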
TGFb SMAD3 inh = blocks TGF-b signaling; 410,000 tested, 1.2% active; Potency, µM (series often up to 46.1 µM), without a hit: top-dose activity, negative = inhibition, hits mostly inhibitors; HepG2 CAGA-GFP TGF-b/SMAD3 reporter, GFP fluorescence, 18 h; TGF-beta stimulated, 500 pg/mL final; also: potency is read from the fitted curve at half-maximal effect; % is scaled to controls: 0 for no effect and ±100 for the full control effect; nearly all actives have a fitted effect of over 65% in size
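GFP signal (ex488/em500-530) from TGF-beta-stimulated HEPG2 CAGA-GFP cells, 500 pg/mL final, 18 h at 37 degrees C in DMEM plus 1% FBS, normalized to unstimulated and DMSO-stimulated controls.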
A549 viability = kills or reduces viability of A549 cells in Nrf2 counter-screen; A549 ARE-Fluc cells, CellTiter-Fluor viability, 18-24 h; Potency, µM (titrated, usually from 46 µM), for inactives: at the highest dose activity change, negative = cytotoxicity, hits mostly inhibitors; 390,000 tested, 0.16% active; AID 504648; also: potency is read from the fitted curve at half-maximal effect; % is scaled to controls: 0 for no effect and ±100 for the full control effect
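Cytotoxicity counterscreen: CellTiter-Fluor fluorescence was measured in A549 ARE_Fluc cells after 18-24 h of compound exposure in a concentration series. The subsequent BugLite luminescent read reports ARE-luciferase activity.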
Nrf2 activator = activates Nrf2 signaling; Potency, µM (doses to about 46.1 µM), for the others: top-dose activation, actives largely listed as activators; 410,000 tested, 0.31% active; AREc32 ARE-luciferase reporter (MCF7-derived line), luminescence, 24 h; also: potency is read from the fitted curve at half-maximal effect; % of control where 0% means no effect; nearly all actives have a fitted effect of over 65% in size
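ARE activation measured as luciferase luminescence (Steady-Glo, 30 min RT) in AREc32_Fluc cells after 24 hr compound exposure at 37 deg C, 5% CO2; cells seeded overnight at 1000/well in OPTI-MEM, 5% FBS.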
Nrf2 block = blocks Nrf2 signaling; A549 ARE-Fluc reporter, luciferase luminescence, 18-24 h; Potency, µM (highest dose often 46 µM), for inactives: at the top dose activity change, negative = inhibition, actives largely listed as inhibitors; 360,000 tested, 2.1% active; AID 504444; also: potency is read from the fitted curve at half-maximal effect; % is scaled to controls: 0 for no effect and ±100 for the full control effect; nearly all actives have a fitted effect of over 60% in size
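Reporter: ARE-Fluc in A549. Exposure: 18-24 h, 37 °C, 5% CO2, 5% FBS OPTI-MEM. Readouts: fluorescent cytotoxicity (CellTiter-Fluor), then luminescent Nrf2 signal after BugLite.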
HepG2 viability = HepG2 cytotoxicity, counter-screen for TGF-b inhibitors. HepG2 CAGA-GFP viability, ATP luminescence, 18 h. AID 588856. 410,000 tested, 0.76% active. Potency, µM (doses to about 46.1 µM), for inactives: at the top dose activity change, negative = cytotoxicity, hits mostly cytotoxic; also: potency is read from the fitted curve at half-maximal effect; some results filed as inactive show a strong effect at the top dose
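HepG2 CAGA-GFP cells (1000/well, DMEM with 1% FBS) received compound, then TGF-beta at 500 pg/mL final, and were incubated 18 hours at 37 degrees C. Viability was read by CellTiter-Glo luminescence. Media-only wells were set as complete cell-killing and DMSO as no toxicity.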
ATXN2 expr inh = inhibitors of ATXN2 expression; HEK-293 ATXN2-luciferase reporter, luminescence, 24 h; Potency, µM (highest dose often 57 µM), for the others: at the top dose activity change, negative = inhibition, actives largely listed as inhibitors; 360,000 tested, 0.72% active; also: potency is read from the fitted curve at half-maximal effect; % is scaled to controls: 0 for no effect and ±100 for the full control effect; nearly all actives have a fitted effect of over 55% in size
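qHTS (up to 57 uM final) was run with 24 h compound exposure of reporter cells at 37 °C. Each well was multiplexed: SteadyGlo luminescence measured ATXN2-luciferase expression after a fluorogenic Gly-Phe-AFC viability readout (25 uM final).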
S2 tox = viability counter-screen for ATXN expression inhibitors. S2 cells (HEK-293 line with an ATXN2-luciferase reporter) viability, CellTiter-Fluor protease fluorescence, 24 h. 400,000 tested, 0.49% active. Potency, µM (series often up to 56.7 µM), most hits filed as cytotoxic. AID 651635; also: potency is read from the fitted curve at half-maximal effect; nearly all actives have a fitted effect of over 40% in size
EPAC2 ag = agonists of human EPAC2 (RAPGEF4); Q8WZA2; EPAC2 activation, biochemical qHTS; response scale: 100% = 6.5 mM cAMP response; AID 720711; 360,000 tested, 0.079% active; Potency, µM (doses to about 154 µM), for the others: at the highest dose activation, most hits filed as activators; also: potency is read from the fitted curve at half-maximal effect; nearly all actives have a fitted effect of over 50% in size
Target sequence (Q8WZA2 whole entry, looked up): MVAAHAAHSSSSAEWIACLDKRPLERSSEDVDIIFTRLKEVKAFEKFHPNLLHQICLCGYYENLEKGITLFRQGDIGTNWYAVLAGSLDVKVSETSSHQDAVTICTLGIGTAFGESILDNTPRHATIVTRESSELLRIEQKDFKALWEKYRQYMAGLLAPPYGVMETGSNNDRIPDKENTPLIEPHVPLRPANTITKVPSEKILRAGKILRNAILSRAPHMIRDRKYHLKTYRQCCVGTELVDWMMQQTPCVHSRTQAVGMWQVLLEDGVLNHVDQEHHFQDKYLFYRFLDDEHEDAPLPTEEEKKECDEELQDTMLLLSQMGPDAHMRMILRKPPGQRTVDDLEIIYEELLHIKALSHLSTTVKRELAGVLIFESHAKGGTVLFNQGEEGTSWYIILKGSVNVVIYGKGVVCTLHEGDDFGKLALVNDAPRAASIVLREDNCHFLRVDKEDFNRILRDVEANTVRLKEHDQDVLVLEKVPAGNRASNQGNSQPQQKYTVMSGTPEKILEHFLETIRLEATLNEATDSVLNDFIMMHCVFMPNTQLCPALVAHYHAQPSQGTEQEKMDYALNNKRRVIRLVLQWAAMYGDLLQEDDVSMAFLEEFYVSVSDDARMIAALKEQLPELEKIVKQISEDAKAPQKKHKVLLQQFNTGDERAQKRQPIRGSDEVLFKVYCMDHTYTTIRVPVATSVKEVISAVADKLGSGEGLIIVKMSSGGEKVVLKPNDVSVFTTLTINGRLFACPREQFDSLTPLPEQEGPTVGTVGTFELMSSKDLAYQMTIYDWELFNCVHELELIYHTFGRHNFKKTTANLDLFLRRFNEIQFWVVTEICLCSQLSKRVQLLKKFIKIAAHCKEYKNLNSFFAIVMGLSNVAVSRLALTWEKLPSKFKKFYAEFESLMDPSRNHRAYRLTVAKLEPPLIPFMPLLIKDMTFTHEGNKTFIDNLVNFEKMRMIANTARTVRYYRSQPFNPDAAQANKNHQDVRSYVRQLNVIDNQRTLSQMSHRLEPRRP
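Guanine nucleotide exchange by EPAC2 is measured as reduced fluorescence of BODIPY-GDP once it is released from 250 nM Rap1B. Plates are read kinetically for 30 min at room temperature; results are scaled to 6.5 mM cAMP.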
* marks the source's active call; other numbers are inactive results; i = inactive; ? = inconclusive; · = not tested or not shown; [ ] = remark or other dose. Unless noted, calls follow the shape of the dose curve; as a rule, active = well fitted curve in the direction sought with a large enough effect; inconclusive = small, poorly fitted or top-dose-only effect, or another doubt; inactive = no such curve, though single readings can be large; an effect the other way counts as inactive or inconclusive.

mol	IL-2 act	TGFb SMAD3 inh	A549 viability	Nrf2 activator	Nrf2 block	HepG2 viability	ATXN2 expr inh	S2 tox	EPAC2 ag
COC(=O)CN1C(=O)COc2ccc(S(=O)(=O)NCc3ccc(F)cc3)cc21	-1.6	-7%	-3%	4.3%	27%	-13%	-7%	i	-1%
COc1cccc(CNC(=O)CN(C)S(=O)(=O)c2ccc3[nH]c4c(c3c2)CCCC4)c1	·	?	0%	3.7%	-7%	-39%	?	?	·
COCCNC(=S)N(CCc1c(C)[nH]c2ccc(Cl)cc12)Cc1cccs1	-4.3	?	?	3.5%	-12%	-50%	?	?	7%
COc1cc(-c2cc(C(F)(F)F)n3ncc(C(=O)O)c3n2)cc(OC)c1OC	0.4	0%	1%	6.7%	1%	-10%	0%	i	9%
Cn1c(SCC(=O)NNC(=O)c2ccccc2O)nnc1-c1ccccc1	1.2	4%	1%	0.0%	1%	-1%	0%	i	5%
COc1cc(OC)c(C(=O)CCC(=O)O)cc1OC	0.7	3%	2%	-0.1%	-11%	4%	-12%	i	3%
CCCC(=O)N=c1sc2cccc(F)c2n1C	-0.5	-15%	13%	4.0%	?	-21%	16%	i	-3%
COc1ccc(-c2nnc3ccc(SCC(=O)Nc4nc5ccc(C)cc5s4)nn23)cc1OC	-1.6	-8%	1%	2.3%	-2%	2%	7%	i	-1%
Cc1ccccc1OCC(=O)Nc1ccccc1C(=O)OCc1cc(=O)n2nc(C3CC3)sc2n1	·	0%	1%	-1.2%	·	3%	-1%	i	·
O=C1CN(C(=O)CSc2nnc3ccccn23)c2ccccc2N1	1.6	-5%	-4%	3.1%	?	5%	3%	i	1%
CCN(CC)S(=O)(=O)c1ccc(NC(=O)COC(=O)c2ccc(NC(=O)CC#N)cc2)cc1	0.4	2%	3%	-1.0%	0%	-13%	?	i	14%
CN1CCC=C(C(=O)N2c3ccccc3Sc3ccc(Cl)cc32)C1	0.3	?	-18%	16%	-28%	-22%	?	?	1%
CCOC(=O)/C(C)=N/NC(=O)c1cccc([N+](=O)[O-])c1	-0.8	-12%	-3%	4.3%	-6%	-2%	-18%[11.3 µM]	i	1%
COc1cc2cc(C)c(Br)c(OC)c2cc1OC	-6.4	-3%	-11%	0.6%	-16%	-2%	-1%	i	16%
Cc1[nH]c(=S)sc1Cc1ccc(F)cc1	-1.3	?	1%	6.7%	13%	20%	9%	i	8%

Next part.
mol	IL-2 act	TGFb SMAD3 inh	A549 viability	Nrf2 activator	Nrf2 block	HepG2 viability	ATXN2 expr inh	S2 tox	EPAC2 ag
CC1=C(SCc2ccccc2)C(=O)c2ccccc2C1=O	0.0	7.9µM*	-13%	-1.6%	-14%	13µM*	?	?	26%
Cc1c(NS(=O)(=O)CC23CCC(CC2=O)C3(C)C)c(=O)n(-c2ccccc2)n1C (stereo not given)	1.4	?	-12%	-0.1%	13%	2%	2%	i	6%
CCc1cccc(NC(=O)CCNS(=O)(=O)c2ccc3[nH]c(=O)oc3c2)c1	-4.0	0%	-3%	-2.1%	6%	11%	8%	i	6%
Cc1cc(NC(=O)CSc2nnc(Nc3ccccc3F)s2)no1	-0.3	7%	0%	0.0%	8%	-3%	·	i	-1%
Cc1cc(=O)oc2cc(NC(=O)c3ccccc3C(=O)O)ccc12	-0.4	19%	-4%	-0.2%	-4%	4%	0%	i	11%
O=C(Cc1ccccc1)Nc1cc(Cl)ccc1Sc1ccccc1	0.1	?	18%	-0.9%	5%	-17%	3%	i	13%
O=C(O)c1ccccc1C(=O)c1cccs1	-0.2	-30%	-6%	-1.1%	7%	16%	-5%	i	7%
CC1CCN(C(=O)Cn2ncc3c4ccccc4n(Cc4ccc(Cl)cc4)c3c2=O)CC1	·	3%	7%	-0.5%	-7%	14%	1%	i	·
CCCCS/C(N)=N/N=C/c1cc(C)ccc1O	0.4	?	-4%	18%	?	-45%	44%[activator]	i	0%
COc1ccc(NC(=O)C(=S)NC2CCCCC2)cc1	0.9	-13%	2%	3.3%	?	3%	86%[activator]	i	14%
C(=C\c1ccccc1)/CNn1cnnc1	1.6	5%	-2%	-0.9%	-10%	5%	0%	i	-3%
Nc1nonc1-c1noc(COc2ccccc2Cl)n1	-0.2	-5%	-10%	-0.5%	?	3%	77%[activator]	i	-3%
O=C(C1CCN(S(=O)(=O)c2cccc3nsnc23)CC1)N1CCCCC1	-2.7	6%	-1%	-0.1%	1%	1%	1%	i	-4%
CCc1ccc(S(=O)(=O)Nc2ccccn2)cc1	-0.5	-6%	8%	-0.2%	-16%	-5%	5%	i	9%
COc1cc(/C=N/N2CCN(Cc3ccc(Cl)cc3)CC2)cc(Br)c1O	-0.6	-24%	5%	5.4%	?	-9%	·	i	11%

Next part
mol	IL-2 act	TGFb SMAD3 inh	A549 viability	Nrf2 activator	Nrf2 block	HepG2 viability	ATXN2 expr inh	S2 tox	EPAC2 ag
CC(C)C[C@@H](CN1CCCC1CN1C(=S)NC[C@@H]1Cc1ccccc1)N1C[C@H](Cc2ccc(O)cc2)N(CC2CCCCC2)C1=S (stereo not given in full)	-0.5	·	·	0.0%	·	·	-37%	?	-3%
Cc1ccccc1C(=O)NC(C)C1CC2CCC1C2 (stereo not given)	-3.6	-17%	-1%	0.0%	-20%	-6%	6%	i	0%
Cc1ccc(NCCC(=O)c2cccs2)cc1C	-1.0	-25%	3%	22µM*	?	-21%	65%[activator]	i	15%
Cc1cc(N2CCN(c3ccc(F)cc3)CC2)n2ncnc2n1	0.0	-7%	-3%	0.2%	-13%	7%	·	i	1%
O=C(CCc1ccccc1)Nc1cc2c3c(c1)CC(=O)N3CCC2	2.6	-5%	-4%	1.8%	-13%	-4%	1%	i	4%
CCN1CCN(c2ccc(S(=O)(=O)N3CCOCC3)cc2NC(=O)c2ccccc2SC)CC1	0.0	0%	3%	-0.3%	0%	-8%	5%	i	-15%
Cc1nccn1CC(=O)O	-0.5	-11%	-2%	0.3%	4%	-19%	3%	i	5%
Cc1cc(NC(=O)c2cc3cc([N+](=O)[O-])ccc3s2)no1	-1.4	-4%	·	0.5%	·	-10%	·	i	11%
COc1ccc(C(=O)CSc2nnc(Cc3ccccc3)o2)cc1	0.2	-13%	-2%	2.1%	-2%	-37%	-17%	i	18%
CCC(C)NC(=O)C1CCN(C(=O)N(C)C)CC1 (stereo not given)	-1.3	-5%	-2%	0.1%	-3%	-7%	13%	i	8%
CC(C)=C1C(=O)NN(c2cccc(Cl)c2)C1=O	-2.5	31%	0%	-0.6%	3%	33%	-4%	i	11%
CC(OC(=O)C1COc2ccccc2O1)C(=O)N(C)c1ccccc1 (stereo not given)	0.0	9%	4%	0.1%	5%	1%	-16%	i	9%
Cc1cc(OCC(=O)Nc2cc(C(C)(C)C)on2)ccc1[N+](=O)[O-]	-4.9	-7%	-4%	-0.5%	13%	13%	8%	i	5%
CCOc1ccc(-c2nc(N)nc(C)c2-c2ccc(OC)c(OC)c2)c(O)c1	-0.2	-15%	3%	-0.6%	5%	0%	0%	?	0%
CC(C)CCn1c(SCC(=O)Nc2ccccc2C(F)(F)F)nc2nccnc2c1=O	-3.0	-5%	-5%	-0.2%	0%	-13%	-4%	i	-2%

Next compounds
mol	IL-2 act	TGFb SMAD3 inh	A549 viability	Nrf2 activator	Nrf2 block	HepG2 viability	ATXN2 expr inh	S2 tox	EPAC2 ag
COc1ccc(OC)c2[nH]c(C(=O)O)cc12	-1.5	-2%	10%	3.9%	11%	-12%	-2%	i	5%
O=C(NC1CCCCC1)C1CC(=O)N(CCc2ccccc2)C1 (stereo not given)	-2.2	?	-12%	0.1%	5%	-4%	1%	i	0%
CCCCOCCCNC(=O)N[C@H](C(=O)O)C(C)CC (stereo not given in full)	-2.4	-4%	-7%	-0.3%	-2%	2%	-7%	i	8%
O=C(NCc1cccc(Cl)c1)c1ccc(-n2cncn2)c2ccoc12	-0.1	21%	·	3.4%	·	-11%	-9%	i	11%
C[C@H](CO)N1C[C@H](C)[C@@H](CN(C)CC2CCCCC2)Oc2ccc(NC(=O)CCN3CCOCC3)cc2C1=O	0.3	-2%	3%	-0.9%	7%	7%	3%	i	3%
CC(=O)Nc1ccc(S(=O)(=O)N2CCC(N3CCCCC3)CC2)cc1	3.5	-7%	15%	0.2%	0%	-2%	4%	i	1%
COc1ccc(/C=C2\SC(=S)N(CCCC(=O)Nc3ccc(C(=O)O)cc3)C2=O)cc1OC	-4.1	-9%	0%	-1.2%	11%	-16%	-12%	i	24%
CCOc1ccccc1NC(=O)c1cc2c(=O)oc3ccccc3c2s1	·	-23%	10%	1.8%	?	1%	·	·	·
Fc1ccc(CSc2ccc(-c3cccs3)nn2)cc1	5.4	0%	10%	1.5%	7%	0%	38%[activator]	i	12%
Cc1cc(C(=O)COC(=O)CCc2nc3ccccc3s2)c(C)n1C	-1.3	9%	·	0.1%	3%	-5%	-13%	i	14%

Ordered by molecular weight (low to high): five of the compounds above
mol	IL-2 act	TGFb SMAD3 inh	A549 viability	Nrf2 activator	Nrf2 block	HepG2 viability	ATXN2 expr inh	S2 tox	EPAC2 ag
COc1ccc(OC)c2[nH]c(C(=O)O)cc12	-1.5	-2%	10%	3.9%	11%	-12%	-2%	i	5%
CCCCOCCCNC(=O)N[C@H](C(=O)O)C(C)CC (stereo not given in full)	-2.4	-4%	-7%	-0.3%	-2%	2%	-7%	i	8%
O=C(NCc1cccc(Cl)c1)c1ccc(-n2cncn2)c2ccoc12	-0.1	21%	·	3.4%	·	-11%	-9%	i	11%
Cc1cc(C(=O)COC(=O)CCc2nc3ccccc3s2)c(C)n1C	-1.3	9%	·	0.1%	3%	-5%	-13%	i	14%
CC(=O)Nc1ccc(S(=O)(=O)N2CCC(N3CCCCC3)CC2)cc1	3.5	-7%	15%	0.2%	0%	-2%	4%	i	1%
